Compound activity deposited in PubChem BioAssay by National Center for Advancing Translational Sciences (NCATS).
FEN1 inh: human FEN1 inhibition; 390,000 tested, 0.35% active; Potency, µM (doses to about 114 µM), for the others: at the highest dose activity change, negative = inhibition, usual class: inhibitors; Recombinant FEN1 flap cleavage, fluorescence, 15 min; AID 588795; note: nearly all actives have a fitted effect of over 65% in size
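Concentration–response screening of FEN1 (10 nM): 15 min compound preincubation at room temperature, reaction started with 50 nM substrate and read at 0 and 15 min. Corrected, normalized data were fitted by a four-parameter Hill equation.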
N370S GC: N370S glucocerebrosidase modulation, Gaucher chaperone candidate | P04062 | N370S GC spleen homogenate, 4MU-glucoside fluorescence | Potency, µM (series often up to 59.4 µM), without a hit: at the top dose activity change, negative = inhibition, actives largely listed as inhibitors | 330,000 tested, 0.092% active | AID 2101;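 note: 0% = full enzyme activity and -100% = no enzyme basal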
KAT2A inh: GCN5L2 (KAT2A) acetyltransferase inhibition | Q92830 | GCN5L2 HAT assay, ThioGlo1 CoA-SH fluorescence | Potency, µM (series often up to 58.9 µM), without a hit: top-dose activity change, negative = inhibition, most hits filed as inhibitors | 390,000 tested, 0.21% active | AID 504327
Target sequence (Q92830 whole entry, looked up): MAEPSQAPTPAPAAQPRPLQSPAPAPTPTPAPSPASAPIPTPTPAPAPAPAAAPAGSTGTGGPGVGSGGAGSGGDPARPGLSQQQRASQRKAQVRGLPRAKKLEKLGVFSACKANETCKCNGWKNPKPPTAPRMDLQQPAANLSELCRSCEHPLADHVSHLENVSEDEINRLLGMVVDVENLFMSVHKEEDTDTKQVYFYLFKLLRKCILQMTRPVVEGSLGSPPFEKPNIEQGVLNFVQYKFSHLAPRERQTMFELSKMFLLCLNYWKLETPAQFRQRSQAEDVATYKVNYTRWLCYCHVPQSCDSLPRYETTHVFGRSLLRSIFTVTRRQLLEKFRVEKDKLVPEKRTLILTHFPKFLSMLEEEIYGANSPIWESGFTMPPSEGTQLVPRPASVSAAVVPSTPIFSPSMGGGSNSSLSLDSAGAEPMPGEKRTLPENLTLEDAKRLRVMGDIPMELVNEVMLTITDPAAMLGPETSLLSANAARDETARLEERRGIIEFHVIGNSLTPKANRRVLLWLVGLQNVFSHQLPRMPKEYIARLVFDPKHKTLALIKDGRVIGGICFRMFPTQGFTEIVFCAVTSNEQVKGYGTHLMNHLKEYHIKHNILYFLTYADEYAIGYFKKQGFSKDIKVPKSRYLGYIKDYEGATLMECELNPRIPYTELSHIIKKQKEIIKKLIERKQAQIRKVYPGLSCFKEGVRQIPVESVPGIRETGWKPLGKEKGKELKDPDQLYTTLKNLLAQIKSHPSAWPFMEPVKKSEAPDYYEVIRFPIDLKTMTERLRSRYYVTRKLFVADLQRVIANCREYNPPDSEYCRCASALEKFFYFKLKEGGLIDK
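Titration-based screen in which CoA formation is detected via maleimide probe ThioGlo1 (50uM) turning fluorescent on thiol reaction; substrates H3(1-25) 75uM and acetyl-CoA 70uM, GCN5L2 20nM, 20 min incubation at room temperature.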
* = called active by the depositor; ? = inconclusive; / = no result given; & = joins results of further samples; [ ] = remark or other dose. Calls come from the whole dose curve; as a rule, active = well fitted curve in the direction sought with a large enough effect; inconclusive = small, poorly fitted or top-dose-only effect, or another doubt; inactive = no such curve, though single readings can be large; an effect the other way counts as inactive or inconclusive. Unless noted, % is set by controls: 0 for no effect and ±100 for the full control effect; potency is the fitted concentration of half-maximal effect. Outcome played no part in choosing rows; overall some 0.54% were active at least once.

Molecule,FEN1 inh,N370S GC,KAT2A inh
N#CC1=C(SCc2ccccc2)NC(=O)CC1c1cccc(O)c1 (stereo not drawn),-11%,1%,-1%
CCOC(=O)C1CCN(c2c(NCCCN3CCN(Cc4ccccc4)CC3)c(=O)c2=O)CC1,-7%,23%,0%
CC1(C)SC2C(NC(=O)C(NC(=O)N3CCNC3=O)c3ccccc3)C(=O)N2C1C(=O)O (stereo not drawn),/,-1%,7%
Nc1ccccc1NC1=CC(=O)CC(c2ccco2)C1 (stereo not drawn),7%,-4%,-13%
CC(C)(C)n1cnnc1Sc1ccc([N+](=O)[O-])cn1,15%,0%,1%
Cc1ccc(/C(N)=N/OC(=O)c2ccc3c(c2)OCO3)cc1,3%,2%,-4%
CC1CCN(C2=NN3C(=N)/C(=C\c4ccc(OC(=O)c5ccco5)cc4)C(=O)N=C3S2)CC1,?,-3%,-13%
CCCN(CC1CC1)C(=O)CCc1nnc(CCc2c[nH]c3ccccc23)o1,19%,0%,-8%
CCOC(=O)c1ccc(OCc2nc(-c3cccs3)no2)cc1,7%,?,-11%
Cc1[nH]n(-c2ccccc2)c(=O)c1C=Nc1ccc(S(=O)(=O)N=C(N)N)cc1,6%,-4%,2%
C=CCN1C(=O)CSc2ccc(C(=O)N3CCC(C)CC3)cc21,6%,5%,2%
COc1cc(OC)c(S(=O)(=O)NC(C)C)cc1C(=O)O,-2%,1%,0%
CC(=O)Nc1ccc2c(c1)OCO2,3%,-8%,?
CCN(CCO)Cc1csc2ccc(C(C)(C)C)cc12,3%,-9%,-2%
COc1ccc(C(=O)NC2CC(C)(C)Cc3c2cnn3-c2ccccc2C)c(OC)c1OC (stereo not drawn),-15%,-10%,-5%

One compound at a time, as listed above. Order of values: FEN1 inh	N370S GC	KAT2A inh
Nc1ccccc1NC1=CC(=O)CC(c2ccco2)C1 (stereo not drawn) in the list: 7%	-4%	-13%
CC(C)(C)n1cnnc1Sc1ccc([N+](=O)[O-])cn1 in the list: 15%	0%	1%

Additional compounds.
Molecule,FEN1 inh,N370S GC,KAT2A inh
NC(=O)Cn1c(=O)n(CCCCCC(=O)NCc2ccc3c(c2)OCO3)c(=O)c2sccc21,2%,/,-5%
COc1cc(C(=O)Nc2cc3c4c(c2)CC(=O)N4CCC3)cc(OC)c1OC,-4%,-18%,3%
COc1cc(C(=O)NCC2CCCO2)ccc1OCc1c(C)noc1C (stereo not drawn),0%,-25%,-1%
CCOc1ccc(S(=O)(=O)N2CCOCC2)cc1NC(=O)CN1C(=O)NC(C)(c2ccccc2)C1=O (stereo not drawn),1%,-2%,-4%
COc1ccccc1CNC(=O)COC(=O)/C=C/c1ccc(OC(F)F)c(OC)c1,-10%,0%,-1%
CN(CCc1ccccn1)S(=O)(=O)c1ccc(F)cc1,1%,1%,-3%
O=C(CCN1C(=O)/C(=C/c2ccccc2)SC1=S)Nc1ccccn1,11%,-2%,-2%
COc1ccc(OC)c(NC(=O)N2CC(C)Oc3ccc(C)cc32)c1 (stereo not drawn),0%,/,-5%
COc1ccc(/C=N/NC(=O)CN(C)S(=O)(=O)c2ccc(NC(C)=O)cc2)cc1,-1%,-19%,-2%
COc1cc2nc(NC(=O)c3ccc(Cl)cc3)sc(=O)c2cc1OC,-4%,-6%,-22%
O=C1c2ccccc2-c2nc3ncnn3c(-c3ccccc3Cl)c21,-12%,3%,-1%
CC(C)(C)NCc1cc(Cl)ccc1OCc1cccs1,3%,-1%,0%
CCOC(=O)c1[nH]c(C)c(C(=O)Nc2cc(Cl)ccc2C)c1C,6%,6%,-6%
COc1ccc(-c2[nH]ncc2CN(C)C(C)c2ccon2)c(OC)c1 (stereo not drawn),-7%,-10%,-2%
COc1ccc(OC)c(NC(=O)c2cc3n(n2)C(C(F)(F)F)CC(c2ccc4c(c2)OCO4)N3)c1 (stereo not drawn),-9%,-14%,0%

Of the compounds above, 3 contain a tert-butyl group.
Molecule,FEN1 inh,N370S GC,KAT2A inh
CC(C)(C)n1cnnc1Sc1ccc([N+](=O)[O-])cn1,15%,0%,1%
CCN(CCO)Cc1csc2ccc(C(C)(C)C)cc12,3%,-9%,-2%
CC(C)(C)NCc1cc(Cl)ccc1OCc1cccs1,3%,-1%,0%

Some of the entries above in a different format:
> COc1ccc(-c2[nH]ncc2CN(C)C(C)c2ccon2)c(OC)c1 (stereo not drawn)
  FEN1 inh: -7%	N370S GC: -10%	KAT2A inh: -2%
> COc1cc(C(=O)Nc2cc3c4c(c2)CC(=O)N4CCC3)cc(OC)c1OC
  FEN1 inh: -4%	N370S GC: -18%	KAT2A inh: 3%

Continued:
Molecule,FEN1 inh,N370S GC,KAT2A inh
CCOc1ccc(OCC)c(NS(=O)(=O)c2cc(-c3cnc(C)o3)ccc2OC)c1,-5%,/,-8%
COCCN1C(=O)N[C@@H](c2cccc(F)c2)C(C(=O)OC)=C1C,0%,5%[12.8 µM],21%
CN(C)S(=O)(=O)c1cccc(NC(=O)c2sccc2-c2ccccc2)c1,-1%,6%,-7%
Cc1ccc(-n2ncc3c(SCc4cccc(C)c4)ncnc32)cc1,-1%,1%,-2%
COc1ccc(CC(=O)N/N=C(\C)c2cccnc2)cc1,-5%,7%,-30%
NCCCCN=C(N)N,/,0%&-1%&7%&-5%&11%,-3%&-7%
CCOC(=O)C1=C(C)N=C2c3ccccc3C(=O)C2C1c1ccc(C)cc1 (stereo not drawn),-16%,-1%,?
CCCc1cc(=O)[nH]c(SCC(=O)NC(=O)NC2CCCC2)n1,10%,/,-3%
Cc1ccc(-c2csc(-c3c[nH]c4ccccc34)n2)cc1,-10%,17%,-7%
O=C(O)C1C2C=CC(C2)C1C(=O)NC1CCS(=O)(=O)C1 (stereo not drawn),-4%,28%,-6%
CCCCN1CC(=O)N2[C@H]3c4ccccc4OC[C@@H]3[C@H](c3ccccc3)[C@]2(C)C1=O,-13%,/,3%
C#CCOCCOCCOCCNc1nc(N2CCN(C(=O)[C@H](Cc3cc4ccccc4[nH]3)n3cc([C@@H](N)C(C)CC)nn3)CC2)nc(N2CCN(C(=O)[C@H](CCCCN)n3cc([C@@H](N)CO)nn3)CC2)n1 (stereo partly drawn),/,0%,3%
Cc1cc2sc(C(=O)O)c(C)c2s1,7%,6%,3%
COc1ccc(S(=O)(=O)Nc2cc(C)c(O)cc2C(C)C)cc1,-14%,3%,-12%
O=c1nc(N/N=C/c2c[nH]c3ccccc23)cn[nH]1,-17%,-9%,-7%
O=C(Nc1ccc(S(=O)(=O)N2CCc3ccccc32)cc1)C(F)(F)F,-5%,-8%,-13%
COc1ccc(NC(=S)N2CCN(Cc3ccc(C)cc3)CC2)cc1,-6%,5%,-13%
O=C(NC1CCOC1)c1ccc(OC2CCN(CCc3ccccc3)CC2)cc1 (stereo not drawn),-13%,-3%,-8%
COCCN(C(=O)COC(=O)CC(C)c1ccccc1)c1c(N)n(Cc2ccccc2)c(=O)[nH]c1=O (stereo not drawn),3%,0%,-13%
CCOC(=O)C1=C(C)NC(=S)NC1c1ccc(-c2cccc(Cl)c2C)o1 (stereo not drawn),-9%,/,-8%
O=C(c1cc2ccccc2o1)N1CCN=C1SCc1cccc(F)c1,-17%,6%,-4%
COCCCNC(=O)CSc1nc2cc(C(=O)NCCOC)ccc2c(=O)n1Cc1ccc2c(c1)OCO2,-4%,0%,0%
Cc1cccc(-n2nnnc2SC(C)C(=O)NCCC2=CCCCC2)c1 (stereo not drawn),-6%,-29%,-17%
CC1=C(n2nnc([N+](=O)[O-])n2)C(c2cccnc2)C(C#N)=C(N)O1 (stereo not drawn),-13%,-3%,0%
COc1ccc2[nH]cc(CCNc3nc(-c4cccc(NS(C)(=O)=O)c4)nc4ccccc34)c2c1,/,-19%,-9%
CCOc1ccc(C(C)=O)cc1CN1C(=O)NC2(CCCCC2C)C1=O (stereo not drawn),1%,-21%,-2%
Cc1cc(-n2c(C)cc(C(=O)CSc3nc(N)cc(=O)[nH]3)c2C)no1,15%,4%,-3%
CC1CCN(c2c(NCC3CCC(C(=O)N4CCCCC4)CC3)c(=O)c2=O)CC1 (stereo not drawn),-11%,2%,-3%
Cn1c(SCC(=O)N2CCCC2=O)nnc1-c1ccccc1F,1%,2%,1%
NC(=O)c1ccc[n+](CC(=O)c2ccc(F)cc2)c1,-7%,-1%,2%
CCCCNC(=S)Nc1ccc2nc(N3CCN(CC)CC3)cc(C)c2c1,-11%,5%,7%
COc1ccc(CCNC(=O)CCNC(=O)N2CC(=O)Nc3ccccc32)cc1OC,-4%,0%,-13%
Cc1[nH]c2ccccc2c1C1=CN2CCS(=O)(=O)N=C2S1,11%,3%,-6%
Oc1cccc2ccc(/C=C/c3ccccc3Br)nc12,2%,2%,-2%
Cc1cc(C)n2nc(SCc3cc(=O)oc4ccc5ccccc5c34)nc2n1,-6%,11%,3%
Cc1ccc(/C=N/NC(=O)CNC(=O)c2ccc(C)c([N+](=O)[O-])c2)o1,17%,?,-6%
CC1=Nc2ccccc2/C1=C/c1c(N)n2c(S(=O)(=O)CC(C)C)nsc2nc1=O,-28%,-18%,-29%
CC(C)N(C)C(=O)c1ccc(OC2CCN(CCc3ccccc3)CC2)cc1,0%,1%,-1%
COc1cc(C)nc(OCCNC(=O)COc2ccc(Cl)cc2C)n1,-2%,2%,-5%
CCOc1ccc(NC(=O)C2CCCN(c3nnc(-n4c(C)ccc4C)s3)C2)cc1 (stereo not drawn),6%,/,1%
NNc1nc(-c2ccccc2)c2cc(Br)ccc2n1,-3%,-7%,1%
Cc1ccc(C)c(NC(=O)Cn2c(=O)n(-c3ccc(CC(=O)NCC4CCCO4)cc3)c(=O)c3ccccc32)c1 (stereo not drawn),1%,13%,-6%&-1%
O=C(NCc1cccs1)c1nn(-c2ccccc2Cl)nc1CO,-5%,/,-3%
O=C(CCNC(=O)c1ccccc1Cl)Nc1cccc(S(=O)(=O)N2CCCCC2)c1,3%,-4%,0%
CCC(C)NC(=S)N(CCc1ccccc1)Cc1cc2cc(OC)c(OC)cc2[nH]c1=O (stereo not drawn),2%,20%,-2%
O=C(Nc1ccc2c(c1)OCO2)Nc1ccc(F)cc1F,-9%,-1%,-5%
CC(C)(C)C(=O)Nc1ccc(Oc2ccc3c(c2)C(=O)N(c2ccc(O)cc2)C3=O)cc1,-15%,1%,-5%
CCCN1CCC(NC(=O)Nc2ccc(F)cc2F)CC1,15%,4%,-16%
O=C(CN1CCN(S(=O)(=O)c2ccc(F)cc2)CC1)Nc1ccnn1C1CCCC1,0%,-2%,-2%
N=c1c(C(=O)NCC2CCCO2)cc2c(=O)n3ccccc3nc2n1C1CCCCC1 (stereo not drawn),-5%,9%,-5%
COc1ccc(Cl)cc1NC(=O)NCc1ccccn1,12%,-7%,-3%
O=C(Oc1c(Cl)cc(Cl)c2ccccc12)N1CCCC1,-23%,8%,-13%
O=C(NCc1ccccc1)N1CCc2c(sc3c2CCCC3)C1c1ccccc1 (stereo not drawn),6%,/,-12%
CC(C)CNC(=O)/C=C/c1cccs1,-1%,8%,-1%
C=CCN1C(=O)c2ccc(C(=O)N(C)CC(=O)Nc3c(C)cccc3C)cc2C1=O,1%,-19%,-3%
COC(=O)C(NC(C)=O)(Nc1nc2ccc(S(C)(=O)=O)cc2s1)C(F)(F)F (stereo not drawn),-3%,21%,-14%
O=C(N/N=C/c1c(Nc2cccc(C(F)(F)F)c2)nc2ccccn2c1=O)c1ccccc1[N+](=O)[O-],4%,7%,0%
O=C(CSc1nc(-c2ccccc2)[nH]c1-c1ccccc1)Nc1ccc2c(c1)OCCO2,-9%,/,-9%
COc1ccccc1C(=O)N/C(=C\c1cn(S(=O)(=O)N(C)C)c2ccccc12)C(=O)N1CCOCC1,0%,1%,-4%
COC(=O)CCC(=O)OC1(C)C(=O)C=C2C=C(C3CC3)N(CCN3CCOCC3)C=C2C1=O (stereo not drawn),-25%,-19%[12.8 µM],2%
CCCC(C)c1nnc(NC(=O)CCS(=O)(=O)Cc2ccccc2)s1 (stereo not drawn),5%,-3%,-15%
COc1ccc(C)cc1NC(=O)c1ccc(S(=O)(=O)N2CCOCC2)cc1,-10%,-16%,1%
